RAD52 inh: blocks human RAD52 DNA annealing. actives 0.46% (n = 360,000). recombinant RAD52 DNA annealing, FRET fluorescence. inhibition, % at 18.7 µM. AID 651710. P43351;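 active means every replicate showing at least 50% inhibition; inconclusive means mean inhibition at least 50% but not in every replicate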
Target sequence (P43351 whole entry, looked up): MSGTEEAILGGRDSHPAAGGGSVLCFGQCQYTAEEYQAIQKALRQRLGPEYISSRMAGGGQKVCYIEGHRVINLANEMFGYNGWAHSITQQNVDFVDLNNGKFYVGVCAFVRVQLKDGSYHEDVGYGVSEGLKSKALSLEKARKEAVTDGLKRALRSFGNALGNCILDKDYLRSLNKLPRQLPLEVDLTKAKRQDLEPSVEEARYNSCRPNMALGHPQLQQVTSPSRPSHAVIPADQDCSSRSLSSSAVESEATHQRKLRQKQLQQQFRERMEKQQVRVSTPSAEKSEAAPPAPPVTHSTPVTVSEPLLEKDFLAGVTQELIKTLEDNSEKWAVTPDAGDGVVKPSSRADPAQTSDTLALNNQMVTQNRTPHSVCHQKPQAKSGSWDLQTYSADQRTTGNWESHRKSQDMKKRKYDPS
F508del corr: CFTR F508del correction in bronchial cells. CFBE cells, YFP halide quenching; stimulated with forskolin plus potentiator P3; % fluorescence drop versus neutral controls. activity (quench increase), % at 7.58 µM. actives 0.36% (n = 350,000);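 active means mean added fluorescence quench of at least 8% versus neutral control, with both replicates also reaching 8%; inconclusive means only one of the mean or replicate conditions met; inactive means mean below 8% and not both replicates reaching 8%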;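 further: cells transiently co-express mutant CFTR-F508del with the halide-sensitive YFP; corrector assay measuring rescue of mutant channel to the surface after 24 h compound exposure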
E-sel inducer: E-selectin induction on HUVECs | P16581 | HUVEC E-selectin immunofluorescence imaging; normalized: neutral wells 0, TNF-alpha wells 100 | activation, % at 7.58 µM | actives 0.37% (n = 260,000);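 active means mean E-selectin-positive cell signal at least 10% of the positive control, reached in at least 60% of replicates, without over 20% cell loss; inconclusive means no rule given, readout overlaps actives, possibly toxicity-flagged; inactive means the rest, including those meeting only one limit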;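 further: in these data hits start at about 27%; measured in HUVEC primary endothelial cells; signal is the percent of cells scored E-selectin positive by PE staining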
Target sequence (P16581 whole entry, looked up): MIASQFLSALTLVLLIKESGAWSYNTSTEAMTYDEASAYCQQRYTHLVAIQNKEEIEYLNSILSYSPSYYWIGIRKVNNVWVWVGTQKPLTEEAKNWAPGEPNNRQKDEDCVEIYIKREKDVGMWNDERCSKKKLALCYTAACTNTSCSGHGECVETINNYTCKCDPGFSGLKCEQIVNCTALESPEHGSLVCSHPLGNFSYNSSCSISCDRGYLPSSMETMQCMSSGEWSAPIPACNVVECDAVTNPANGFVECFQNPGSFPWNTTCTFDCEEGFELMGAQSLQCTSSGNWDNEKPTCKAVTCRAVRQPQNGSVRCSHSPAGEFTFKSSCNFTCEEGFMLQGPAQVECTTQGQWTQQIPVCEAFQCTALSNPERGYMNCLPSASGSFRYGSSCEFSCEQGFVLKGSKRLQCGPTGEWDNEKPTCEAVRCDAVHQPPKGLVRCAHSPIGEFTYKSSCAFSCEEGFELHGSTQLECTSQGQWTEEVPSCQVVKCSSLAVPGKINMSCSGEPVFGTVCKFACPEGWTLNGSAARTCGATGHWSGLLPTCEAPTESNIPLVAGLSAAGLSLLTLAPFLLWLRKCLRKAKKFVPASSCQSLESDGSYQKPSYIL
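Test system: HUVEC; input: 3,000 HUVEC/well; measured by: immunofluorescence imaging; read-out: % PE-positive cells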
Xi reactivation: reactivates the inactive X chromosome in mouse fibroblasts | XiGFP mouse fibroblasts, % GFP-positive cells imaging, 3 d; cells co-treated with 5-aza-dC sensitizer; scaled so ellipticine positive control = 100% | activation, % at 7.58 µM | actives 0.055% (n = 360,000) | AID 743238;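 active means mean normalized replicate activation at least 10% and every replicate at or above 10%; inconclusive means only one of the two criteria met; inactive means mean below 10% and not all replicates reach 10%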;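 further: 0% = median of on-plate neutral control wells and 100% = ellipticine 6 µM median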
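Material: XiGFP fibroblasts, SV40-immortalized. Buffer or medium: DMEM plus 5-aza-dC sensitizer. Compound: single concentration per compound, delivered by pin transfer. Times: 3 days compound exposure. Controls: ellipticine 6 µM.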
DENV2 CPE: DENV2-induced cell death inhibition; DENV2-infected cells, cytopathic effect rescue, plate reader; CPE inhibition, % at 9.99 µM; actives 1.7% (n = 350,000); in the data active means CPE inhibition above about 20%, passing the limit was not always enough; inconclusive means no clear call, values can overlap the other calls; tested in BHK-21 cells;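 further: 0% = median of neutral control wells and 100% = median of positive control wells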
RAD54 branch: inhibitors of human RAD54 branch migration; Q92698; RAD54 Holliday junction branch migration, FAM/BHQ fluorescence; inhibition, % at 10.4 µM; actives 0.14% (n = 360,000);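 active means mean normalized replicate activity at least 40 and at least half of replicates scoring 40 or more; inconclusive means only one of the two criteria met; inactive means mean below 40 and under half of replicates reaching 40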;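 further: 0% = median of neutral control wells and 100% = median of positive control wells; inhibitors cause a drop in the FAM fluorescence signal; in these data hits start at about 50%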
INS-1E GSIS act: primary screen for activators of insulin secretion dependent on glucose, INS-1E cells, GLuc reporter luminescence. INS-1E GLuc reporter insulin secretion, 2-3 h. AID 743287. actives 0.61% (n = 370,000). activation, % at 16.6 µM;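 active means lowest replicate activation of at least 40%, so every replicate reaches that level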;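 further: 0% = median of neutral control wells and 100% = median of IBMX positive control wells; some compounds called inactive have numbers as strong as hits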
CASP6 VEID inh: inhibitors of human caspase-6 | P55212 | purified caspase-6, Z-VEID-R110 cleavage fluorescence | inhibition, % at 12.5 µM | actives 0.53% (n = 350,000) | AID 686996;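 active means mean inhibition across replicates at least about 35%, with every replicate also reaching that limit, limit read from the data; inconclusive means only one of the two criteria met; inactive means neither criterion met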;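 further: 0% = median of neutral control wells and 100% = no fluorescence left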
The depositor's hits bear a star; ? = inconclusive; · = not tested or not shown; & = joins results of further samples. Compounds were not picked by outcome; any-hit rate near 3.7%.

Second line of a record: RAD52 inh | F508del corr | E-sel inducer | Xi reactivation | DENV2 CPE | RAD54 branch | INS-1E GSIS act | CASP6 VEID inh
COC(=O)c1sc(NC(=S)NC(=O)c2cccc(C)c2)nc1C
  -20 | · | -0.1 | 0.4 | 5 | 4 | · | 0
CCn1c(SCC(=O)NNC(=O)c2ccc(OC)cc2)nnc1C1CC1
  -12 | -0.8 | · | 0.4 | -8 | -6 | 2 | 0
CCOc1c(O)ccc(C2NC(=O)NC(C)=C2C(=O)OC)c1[N+](=O)[O-] (stereo not given)
  -14 | · | · | 0.1 | -2 | 6 | 2 | 8
CCn1ccnc1CNC(=O)c1cc(COc2ccc(F)cc2F)on1
  -13 | -1.8 | 1.9 | 0.0 | -4 | · | -21 | -2
CN1C(=O)c2cc(NC(=O)Nc3cccc(Cl)c3)ccc2OC[C@H]2O[C@H](CC(=O)O)CC[C@H]21
  -12 | 0.4 | 0.0 | 0.2 | -7 | 3 | -1 | 1
Cc1noc(NS(=O)(=O)c2ccc(NC(=O)CSc3nnc(-c4ccccc4)n3C3CCCCC3)cc2)c1C
  -16 | 2.6 | · | · | -5 | -2 | -11 | 15
CCn1c(SCC(=O)O)nnc1-c1ccc(S(=O)(=O)N2CCCC2)cc1
  -10 | 0.4 | 0.2 | 0.3 | 7 | 1 | 2 | 5
O=C(NCc1ccncc1)[C@@H]1CCCN1C(=O)[C@H]1CCCN1C(=O)c1cccc(Cl)c1
  -18 | 0.0 | -0.2 | 0.0 | ? | · | -3 | -2
O=C(COC(=O)[C@@H]1CCCN1S(=O)(=O)c1ccc(Cl)cc1)NC1CCS(=O)(=O)C1 (stereo not given in full)
  -8 | -1.7 | · | 0.0 | -7 | -9 | 0 | -1
COc1ccc(S(=O)(=O)N(C)C[C@H]2Oc3ccc(NC(=O)Cc4ccccc4)cc3C(=O)N([C@H](C)CO)C[C@@H]2C)cc1
  -6 | -5.4&-3.6 | -0.1&-0.1 | -1.2&0.1 | 5 | -13&-14 | -23&-15 | 3
COC(=O)c1c(C(=O)OC)c(-c2cccc(F)c2)n2c1CS(=O)C2 (stereo not given)
  -1 | 0.7 | 16 | 0.0 | ? | 3 | 14 | 0
FC(F)(F)c1cc(-c2ccccc2)nc2ncnn12
  -2 | 1.5 | · | · | 13 | 4 | 7 | 0
O=C(CN1CCSCC1)N/N=C/c1ccc(F)cc1
  -11 | -1.1 | · | · | 2 | -3 | -1 | 0
CCOC(=O)CC1COCCN1C(=O)CCc1nnc(-c2ccsc2)o1 (stereo not given)
  -16 | · | · | 0.5 | -1 | · | 16 | 0
C[C@H]1CCCCO[C@@H](CN(C)CC2CCCCC2)[C@@H](C)CN([C@@H](C)CO)C(=O)c2cc(NC(=O)Cc3ccccc3)ccc2O1
  7 | -1.8 | 0.5 | -0.9 | -12 | 3 | -11 | -1
CCN(Cc1cn2cccnc2n1)C1CCCCC1
  -15 | 1.3 | · | 0.3 | 5 | 0 | 5 | -4
CCCn1c(N)c(C(=O)CSc2n[nH]c(-c3ccc(C)cc3)n2)c(=O)[nH]c1=O
  -19 | -0.6 | · | 0.1 | -7 | 9 | -2 | -4
CC1CCN(C(=O)c2cc(S(=O)(=O)N3CCOCC3)ccc2N2CCCC2)CC1
  -14 | 0.1 | · | 0.1 | 2 | 10 | 1 | 1
C[C@@H]1CN([C@@H](C)CO)C(=O)Cc2cc(NS(=O)(=O)c3cn(C)cn3)ccc2O[C@H]1CN(C)Cc1ccncc1
  4 | 1.1 | · | -0.6 | 18 | -4 | 9 | -2
CC(=O)Nc1ccc2cnn(C(C)=O)c2c1
  -6 | -4.5 | -0.2 | -0.1 | -4 | -5 | 0 | 2
COc1cccc(C(=O)Nc2nnc(SCC(=O)NC3CCCC3)s2)c1
  6 | -2.9 | 0.9 | 0.3 | 3 | 10 | -16 | 2
COc1ccc(-n2c(SCC(=O)NCc3cccs3)nc3[nH]ncc3c2=O)cc1
  -18 | 2.1 | -0.8 | 0.3 | 1 | · | -15 | 0
C(=N/Nc1cc(N2CCOCC2)nc(N2CCOCC2)n1)/c1ccccc1
  -16 | -6.1 | 0.4 | 0.2 | -8 | · | 2 | 2
COc1ccc2nc(NC(=O)c3ccc(F)cc3)sc2c1
  -10 | 2.9 | -0.1 | 0.1 | 5 | 2 | 13 | -3
Cc1noc(C)c1S(=O)(=O)Nc1ccc2c(c1)C(=O)N([C@H](C)CO)C[C@@H](C)[C@@H](CN(C)CC1CCCCC1)O2
  1 | 0.3 | 0.0 | 0.2 | 1 | 2 | -2 | -5
NNc1ccc(S(=O)(=O)N2CCCCC2)cn1
  -19 | -0.1 | · | -0.3 | 13 | · | 25 | -2
COCCN(C(=S)Nc1ccccc1OC)C(C)c1cccs1 (stereo not given)
  -5 | · | -3.2 | -0.1 | 2 | -2 | 4 | 2
O=C(COC(=O)Cc1ccc(Br)cc1)NCc1ccc2c(c1)OCO2
  -9 | -2.6 | -1.3 | 0.1 | 0 | -9 | -38 | 0
O=C(NNC(=O)c1ccccc1-n1cccc1)c1ccc(F)cc1
  -8 | 1.7 | · | -0.1 | -1 | · | 2 | -1
C[C@H](CO)N1C[C@H](C)[C@@H](CN(C)Cc2ccccc2)Oc2ncc(C3=CCCCC3)cc2C1=O
  -5 | -1.6 | -1.0 | -0.9 | 0 | -1 | -1 | 1

Taken from above.
O=C(COC(=O)Cc1ccc(Br)cc1)NCc1ccc2c(c1)OCO2 | CASP6 VEID inh: 0
CCOc1c(O)ccc(C2NC(=O)NC(C)=C2C(=O)OC)c1[N+](=O)[O-] (stereo not given) | RAD52 inh: -14
CCOC(=O)CC1COCCN1C(=O)CCc1nnc(-c2ccsc2)o1 (stereo not given) | DENV2 CPE: -1
COc1cccc(C(=O)Nc2nnc(SCC(=O)NC3CCCC3)s2)c1 | RAD52 inh: 6
CN1C(=O)c2cc(NC(=O)Nc3cccc(Cl)c3)ccc2OC[C@H]2O[C@H](CC(=O)O)CC[C@H]21 | RAD54 branch: 3
COc1ccc(S(=O)(=O)N(C)C[C@H]2Oc3ccc(NC(=O)Cc4ccccc4)cc3C(=O)N([C@H](C)CO)C[C@@H]2C)cc1 | E-sel inducer: -0.1&-0.1

The results go on.
Second line of a record: RAD52 inh | F508del corr | E-sel inducer | Xi reactivation | DENV2 CPE | RAD54 branch | INS-1E GSIS act | CASP6 VEID inh
Cc1ccc(S(=O)(=O)N2CCCCC2)cc1NC(=O)COC(=O)c1cc[n+]([O-])cc1
  -16 | · | -0.2 | 0.0 | 0 | · | 5 | 3
COc1ccc(CCNc2ccc(C(CC(N)=O)NC(=O)c3ccccc3)cc2[N+](=O)[O-])cc1 (stereo not given)
  · | 1.5 | 0.7 | 1.5 | · | -5 | 0 | ·
CCOC(=O)c1c(C)[nH]c(C(=O)CN2C(=O)NC(C)(CC(C)C)C2=O)c1C (stereo not given)
  -16 | -0.5 | · | 0.0 | · | · | -8 | 0
CCN(CC)CCCNC(=O)c1cc2c(-c3ccc(Cl)cc3)nn(C)c2s1
  45 | -1.4 | · | 0.1 | 15 | ? | 6 | -6
COc1ccccc1C#Cc1ccc2c(c1)O[C@@H](CN(C)Cc1ccccc1)[C@H](C)CN([C@H](C)CO)S2(=O)=O
  3 | -2.3 | -0.5 | 0.3 | 7 | 2 | -7 | 2
COc1ccc(NC(=O)N(C)C[C@@H]2Oc3ccc(NS(=O)(=O)c4ccc(Cl)cc4)cc3C(=O)N([C@@H](C)CO)C[C@@H]2C)cc1
  10 | 3.3 | -20 | -0.4 | -5 | 4 | 14 | -1
CCCN(C)C[C@@H]1Oc2cc(C#CCC3CCCC3)ccc2S(=O)(=O)N([C@@H](C)CO)C[C@H]1C
  · | -1.8 | -0.2 | -1.1 | · | · | 9 | ·
Cc1cccc(C)c1NC(=O)CCc1nnc2ccc(N3CCCC3)nn12
  -2 | -0.3 | · | 0.0 | 4 | -2 | 0 | 0
CCOC(=O)C1=CNS(=O)(=O)NC1c1ccc(C[C@H](NC(=O)CNC(=O)CCc2ccccc2)C(N)=O)cc1 (stereo not given in full)
  -8 | -1.1 | -0.1 | 0.0 | 0 | -3 | 2 | 3
Cn1cc(CN2CCC(C(=O)Nc3cccc(-c4cccc(F)c4)c3)CC2)cn1
  -21 | -1.2 | -0.4 | 0.2 | -4 | -1 | 26 | -4
COC(=O)CC(c1ccc(OC)c(OC)c1)c1ccc(OC)c(OC)c1
  -9 | 0.1 | · | 0.0 | · | -13 | 11 | 4
Cc1cccc(C(=O)Oc2ccc(/C=N/NC(=O)c3ccccc3O)cc2)c1
  -8 | -0.9 | · | 0.0 | 10 | 6 | 6 | -2
CCN(CC)c1ccc(S(=O)(=O)N2CCOCC2)cc1NC(=O)Nc1ccccc1
  -13 | -1.6 | -0.1 | 0.0 | 1 | -8 | -16 | -5
C[C@H]1CN([C@@H](C)CO)C(=O)c2cc(-c3cccnc3)cnc2O[C@@H]1CN(C)C(=O)Nc1ccc2c(c1)OCO2
  11 | 1.5 | -0.4 | -1.0 | -2 | -5 | -9 | -2
COc1ccc(NC(=O)N2[C@@H]3CNC[C@H]2C3c2ccc(-c3cccc(OC)c3)cc2)cc1 (stereo not given in full)
  41&-41 | -4.4&3.1 | 0.2&-0.6 | 0.1&0.2 | -4&-5 | · | -24&-4 | 2&0
CC1CC(C)CN(CCCNC(=O)c2cc3c(s2)-c2ccccc2OC3)C1 (stereo not given)
  3 | 0.5 | · | 0.5 | 4 | 12 | -12 | -11
CC1(c2ccc(F)cc2)OC(=O)c2c1ccc1ccccc21 (stereo not given)
  -2 | -0.7 | -0.1 | 0.1 | 4 | -5 | -8 | 1
O=C1CNC[C@H]2[C@@H](c3ccc(C4=CCCCC4)cc3)[C@H](CO)N12
  8 | -0.1 | 0.1 | 0.0 | -9 | · | 14 | 4
O=C(NCC1CC1)[C@H]1[C@H](CO)[C@H]2Cn3c(ccc(-c4ccccc4)c3=O)[C@@H]1N2Cc1nccs1
  -9 | -2.2 | 0.1 | 0.4 | -5 | 6 | 12 | 2
C[C@@H](NC(=O)c1nc[nH]c1C(=O)N[C@@H](CCCCNC(=O)OC(C)(C)C)C(=O)OC(C)(C)C)c1ccccc1
  1 | 0.8 | -0.1 | 0.0 | -19 | 0 | -32 | -1
ClCc1cc2ccccc2nc1Cl
  -3 | 1.2 | 16 | 0.1 | 19 | · | -4 | -1
c1ccc(COc2ccc(CNCc3cccs3)cc2)cc1
  -6 | -0.6 | · | · | 0 | · | 0 | -4

Among those listed so far, these have a COOH group:
Second line of a record: RAD52 inh | F508del corr | E-sel inducer | Xi reactivation | DENV2 CPE | RAD54 branch | INS-1E GSIS act | CASP6 VEID inh
CN1C(=O)c2cc(NC(=O)Nc3cccc(Cl)c3)ccc2OC[C@H]2O[C@H](CC(=O)O)CC[C@H]21
  -12 | 0.4 | 0.0 | 0.2 | -7 | 3 | -1 | 1
CCn1c(SCC(=O)O)nnc1-c1ccc(S(=O)(=O)N2CCCC2)cc1
  -10 | 0.4 | 0.2 | 0.3 | 7 | 1 | 2 | 5
